HEK293 tox = cytotoxic compounds in HEK 293 cells | AID 1345083 | 94,000 compounds, 6.6% hits | Potency, µM (titrated, usually from 115 µM), for the others: top-dose activity change, negative = cytotoxicity, hits mostly inhibitors | HEK 293 viability, ATP luminescence (CellTiter-Glo), 48-72 h; further: potency means the concentration at half of the fitted maximal effect; nearly all actives have a fitted effect of over 60% in size
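qHTS cytotoxicity; HEK 293, 250 cells/well; compound pinned; 48 or 72 hr, 37 degree Celsius, 5% CO2, 95% humidity; CellTiter-Glo, 10 min RT; luminescence (ATP).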
IP6K1 inh = blocks human inositol hexakisphosphate kinase 1 | Q92551 | IP6K1 kinase, ADP-Glo luminescence, 2 h; active compounds read low | activity change, % (series mostly up to about 58 µM) | 140,000 compounds, 0.81% hits; in the data active means activity change below about -25%
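ADP-Glo luminescence measures ADP made by human IP6K1 during a 2 h RT reaction with ATP/IP6 (mix at 1.3 mM/130 uM); top library doses 57.5 and 19.1 uM final.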
HEK293 viab = counter-screen for SNCA expression inhibitors: cell viability. HEK-293-SNCA-luc viability, GF-AFC fluorescence, 24 h. Potency, µM (highest dose often 57.1 µM), for inactives: top-dose activity change, negative = cytotoxicity, usual class: cytotoxic. 150,000 compounds, 0.12% hits;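 further: potency means the concentration at half of the fitted maximal effect; 0% = DMSO-treated cells and -100% = medium-only wells without cells; nearly all actives have a fitted effect of over 30% in size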
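Cytotoxicity counterscreen: after 24 h compound treatment of genome-edited SNCA-luciferase HEK-293 cells, live-cell protease substrate GF-AFC read by fluorescence after 30 min; activity scaled between DMSO (0%) and medium-only (-100%), curves Hill-fitted.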
NIH3T3 tox = cytotoxic compounds in NIH 3T3 cells; NIH 3T3 viability, CellTiter-Glo ATP luminescence, 48-72 h; Potency, µM (titrated, usually from 96.7 µM), for the others: at the top dose activity change, negative = cytotoxicity, hits mostly inhibitors; 94,000 compounds, 4.3% hits; AID 1345082; further: potency means the concentration at half of the fitted maximal effect; nearly all actives have a fitted effect of over 55% in size
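NIH 3T3 cells at 400 cells/well received 23 nL of compound by pintool and were incubated 48 or 72 h at 37 °C. Viability was read as ATP-coupled CellTiter-Glo luminescence.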
GPT2 inh = GPT2 alanine aminotransferase inhibition. Q8TD30. Recombinant GPT2, coupled pyruvate oxidase/HRP Amplex Red fluorescence. Potency, µM (top dose mostly 57.7 µM), for the others: at the highest dose activity change, negative = inhibition, usual class: inhibitors. 100,000 compounds, 0.25% hits; further: potency means the concentration at half of the fitted maximal effect; nearly all actives have a fitted effect of over 60% in size; many of its hits are not listed in these tables
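Inhibition is scored from Amplex Red fluorescence generated when pyruvate oxidase and HRP act on pyruvate released by GPT2. Reactions contain 10ng/uL enzyme, 250uM a-KG and 2mM L-alanine and run 30 min at room temperature.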
SNCA expr inh = reduces expression of the alpha-synuclein gene; 140,000 compounds, 0.17% hits; HEK-293 SNCA-luciferase knock-in, luminescence, 24 h; Potency, µM (titrated, usually from 57.2 µM), for the others: top-dose activity change, negative = inhibition, most hits filed as inhibitors;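 further: potency means the concentration at half of the fitted maximal effect; plate controls were DMSO cells for no effect and cell-free wells for full effect; nearly all actives have a fitted effect of over 45% in size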
Luciferase inh = inhibitors of firefly (Photinus pyralis) luciferase | purified P. pyralis luciferase, luminescence, biochemical | Potency, µM (highest dose often 115 µM), for inactives: at the top dose activity change, negative = inhibition, hits mostly inhibitors | 76,000 compounds, 2.5% hits; further: potency means the concentration at half of the fitted maximal effect; nearly all actives have a fitted effect of over 65% in size
Target sequence (P08659 whole entry, looked up): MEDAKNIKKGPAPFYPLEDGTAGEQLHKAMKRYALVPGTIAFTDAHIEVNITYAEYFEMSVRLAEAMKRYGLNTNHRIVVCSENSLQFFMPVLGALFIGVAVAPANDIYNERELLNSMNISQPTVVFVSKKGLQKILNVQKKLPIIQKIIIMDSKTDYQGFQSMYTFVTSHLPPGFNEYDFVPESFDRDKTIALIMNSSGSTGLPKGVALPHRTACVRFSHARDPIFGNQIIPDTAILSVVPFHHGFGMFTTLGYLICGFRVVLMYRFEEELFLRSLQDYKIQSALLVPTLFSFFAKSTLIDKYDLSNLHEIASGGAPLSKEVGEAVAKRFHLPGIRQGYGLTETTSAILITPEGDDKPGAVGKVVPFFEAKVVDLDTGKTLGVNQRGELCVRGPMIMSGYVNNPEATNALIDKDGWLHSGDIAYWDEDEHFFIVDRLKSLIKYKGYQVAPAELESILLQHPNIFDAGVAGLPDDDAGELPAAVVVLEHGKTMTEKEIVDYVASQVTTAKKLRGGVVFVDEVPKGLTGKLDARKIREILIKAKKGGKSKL
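Luminescence read by CCD imaging after purified firefly luciferase (10nM final) was added to substrate buffer holding 10uM D-luciferin and 10uM ATP, pH 7.5, pre-dosed with compound.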
Numbers without * were called inactive; i = inactive; ? = inconclusive; / = not tested or not shown; & = joins results of further samples; ! = not confirmed by another sample; [ ] = dose if it differs, or a comment. Unless noted, the call rests on the fitted dose curve; in most records, active means well fitted curve in the direction sought with a large enough effect; inconclusive means small, poorly fitted or top-dose-only effect, or another doubt; inactive means no such curve, though single readings can be large; an effect the other way counts as inactive or inconclusive. Unless noted, on the % scale 0 is the no-effect control and ±100 the full control effect. Not all compounds are listed, so the mix of outcomes need not match the whole.

SMILES | HEK293 tox | IP6K1 inh | HEK293 viab | NIH3T3 tox | GPT2 inh | SNCA expr inh | Luciferase inh
CC(C)c1noc(-c2cccn3c(CNC(=O)c4cccc(Cl)c4)nnc23)n1 | 3% | 1 | 5% | -2% | i | -5% | -2%
COC(=O)CNC(=O)N1c2ccccc2CC1c1nc(C(C)C)no1 (stereo unspecified) | 2% | 12 | -8% | i | i | 2% | -13%
O=C(NCc1ccco1)C1CCN(C(=O)c2ncn3c2COC(c2ccc(F)cc2)C3)CC1 (stereo unspecified) | 2% | 0 | 5% | 0% | 3% | 27% | 22µM*
COc1ccc(-c2cc(C[C@@H]3CC[C@H](O)[C@@H](CNC(=O)NCc4ccccc4)O3)no2)cc1 | ? | -9 | 1% | ? | -4% | 88%[activator] | -13%
COc1cc([C@@H](O[C@@H]2O[C@H](CO)[C@@H](O)[C@H](O)[C@H]2O)[C@@H]2CO[C@H](c3ccc(O)c(OC)c3)[C@H]2CO)ccc1O | / | -10 | -5%[23.9 µM] | / | -7%[27.3 µM] | / | /
O=C1NCc2ccccc2CC12CCN(Cc1cccc(O)c1)C2 (stereo unspecified) | -28% | -8 | -3% | -19% | i | -13% | /
Cc1cc2cc(-c3c(C)noc3C)nc(NCCN(C)C)c2o1 | 100µM* | -7 | 4%[87.6 µM] | ? | 5%[88.5 µM] | 4%[87.6 µM] | 0%[172 µM]
COCC(=O)N[C@H]1C[C@H]2C(=O)Nc3ccc(-c4ccsc4)cc3C(=O)N2C1 | -1%[172 µM] | -10 | 7%[87.6 µM] | -22%[174 µM] | 1%[88.5 µM] | 9%[87.6 µM] | -6%[172 µM]
O=S(=O)(c1cccc(C(F)(F)F)c1)N1CCC(n2cnnc2C2CC2)CC1 | -23% | -1 | 13% | -28% | -2% | 8% | -7%
CCc1cc(NC(CCO)c2ccccc2)n2nc(C)c(C)c2n1 (stereo unspecified) | ? | -16 | 1% | -30% | i | 24% | 9%
Cn1cc(CN2CCN(C(=O)c3ccsc3)CC2)ccc1=O | -7% | -1 | -15% | ? | i | 54%[activator] | -22%
COc1cc(CNCc2c(C(=O)O)c(C)n(Cc3cccc(Cl)c3)c2C)cc(OC)c1OC | / | -5 | 5% | / | / | -10% | /
COCCNC(=O)C[C@@H]1C[C@@H](C(C)C)[C@H](CNC(=O)C2CC2)C=C1C | ? | -6 | -2%[87.6 µM] | ? | -26%[88.5 µM] | 13%[87.6 µM] | -1%[172 µM]
c1csc(-c2nc3ccncc3[nH]2)c1 | ? | -3&-3 | 6%&-2%[87.6 µM] | 100µM*! | 2%[88.5 µM] | 10%&-25%[87.6 µM] | ?
O=C(NCc1ccccc1F)C1CCc2nnc(CN[S+](=O)([O-])c3ccccc3Cl)n21 (stereo unspecified) | -8% | 7 | -3% | -25% | i | ? | /
CN(C)c1cc(N2CCCC(NC(=O)Cc3cccs3)C2)ncn1 (stereo unspecified) | -9% | -2 | 6% | ? | i | -21% | -3%
CCN(C(=O)CN1C(=O)NC(c2ccc(C)cc2)C2=C1COC2=O)c1cccc(C)c1 (stereo unspecified) | ? | 17 | 0% | -18% | 0% | -18% | -1%
CCOc1ccc(OCC)c(NC(=O)c2nnn(Cc3cc(Br)ccc3OC)c2N)c1 | / | -14 | -6% | / | / | -30% | /
O=C(NCc1ccccc1)[C@@H]1Cc2nc[nH]c2CN1C(=O)NC1CCCCC1 | -5%[172 µM] | -5 | -3%[87.6 µM] | i | 2%[88.5 µM] | 12%[87.6 µM] | 0%[172 µM]
O=C(CCC[C@H]1NC[C@@H]2C[C@H]1CN(Cc1ccccc1)C2)NCCc1cccnc1 | 11% | -24 | 3% | i | -7% | 2% | -10%
O=C1c2cccnc2OC(COc2ccccc2)CN1c1ccccc1 (stereo unspecified) | ? | 11 | -4%[23.9 µM] | -27%[46.1 µM] | ? | 2%[25.6 µM] | /
CCn1cc(-c2ccc(C)cc2)cc1C(=O)O | ? | -7 | -3% | -19% | i | -15% | ?
CCc1cc(=O)n(CC(=O)Nc2ccc(Br)cc2)c(N2CCOCC2)n1 | ? | 4 | 5% | ? | 4% | -15% | -1%
C#CCNC(=O)C1CCN(C(=O)C2CN(c3cccc(OC)c3)C(=O)N2)C1 (stereo unspecified) | 0% | -3 | -4% | -7% | i | -9% | 0%
CC(C)c1cc(NCC2CCCCCN2)nc(N)n1 (stereo unspecified) | -23% | 19 | ? | ? | -8% | ? | -5%
Cc1cn2c(=O)c(S(=O)(=O)NC(C)c3ccccc3)c(C)nc2s1 (stereo unspecified) | / | 8 | 9% | / | / | -20% | /
Cc1nn2c(c1-c1ccccc1-c1ccccc1)N(CCC(C)C)CCC2 | 7.9µM* | -9 | ? | 8.9µM* | -15%[88.5 µM] | 1.1µM* | -27%[172 µM]
COc1ccc(C(=O)NC2CCN(c3cc(-c4ccccc4)[nH]n3)C2)c(OC)c1 (stereo unspecified) | 7% | 7 | -11% | -11% | -20% | -11% | 0%
CCn1c(=O)c2sccc2n2c(CCC(=O)Nc3ccc(OC)cc3OC)nnc12 | / | -8 | -5% | / | / | -1% | /
O=C(NCc1ccco1)N[C@@H]1[C@@H](Cc2ccccc2)[C@H]2OCC[C@@H]12 | -23% | 11 | 4% | -16% | -27% | 44%[activator] | -9%
Cc1noc(C)c1C(=O)N1CCCCCCNC(=O)CC1 | -1% | 9 | 2% | -23% | i | -12% | -4%
Cc1ccc(-n2cccc2CC(=O)NC(C)c2ccccn2)cc1 (stereo unspecified) | -5% | -5 | -3% | -9% | i | 56%[activator] | -6%
Cc1ccc(C(=O)N(Cc2ccc(N(C)C)cc2)CC2CCCO2)cc1 (stereo unspecified) | / | -13 | -19% | / | / | 2% | /
Cc1ccc(NC(=O)C2CCCN(C(=O)c3cnn(-c4ccc(F)cc4)c3-n3cccc3)C2)c(Cl)c1 (stereo unspecified) | / | 18 | 2% | / | / | 30%[activator] | /

Molecules listed so far that have an aryl methoxy group:
SMILES | HEK293 tox | IP6K1 inh | HEK293 viab | NIH3T3 tox | GPT2 inh | SNCA expr inh | Luciferase inh
COc1ccc(-c2cc(C[C@@H]3CC[C@H](O)[C@@H](CNC(=O)NCc4ccccc4)O3)no2)cc1 | ? | -9 | 1% | ? | -4% | 88%[activator] | -13%
COc1cc([C@@H](O[C@@H]2O[C@H](CO)[C@@H](O)[C@H](O)[C@H]2O)[C@@H]2CO[C@H](c3ccc(O)c(OC)c3)[C@H]2CO)ccc1O | / | -10 | -5%[23.9 µM] | / | -7%[27.3 µM] | / | /
COc1cc(CNCc2c(C(=O)O)c(C)n(Cc3cccc(Cl)c3)c2C)cc(OC)c1OC | / | -5 | 5% | / | / | -10% | /
CCOc1ccc(OCC)c(NC(=O)c2nnn(Cc3cc(Br)ccc3OC)c2N)c1 | / | -14 | -6% | / | / | -30% | /
C#CCNC(=O)C1CCN(C(=O)C2CN(c3cccc(OC)c3)C(=O)N2)C1 (stereo unspecified) | 0% | -3 | -4% | -7% | i | -9% | 0%
COc1ccc(C(=O)NC2CCN(c3cc(-c4ccccc4)[nH]n3)C2)c(OC)c1 (stereo unspecified) | 7% | 7 | -11% | -11% | -20% | -11% | 0%
CCn1c(=O)c2sccc2n2c(CCC(=O)Nc3ccc(OC)cc3OC)nnc12 | / | -8 | -5% | / | / | -1% | /

Screening data: PubChem BioAssay, National Center for Advancing Translational Sciences (NCATS)
